# Anthrax LF prot = anthrax lethal factor protease inhibition | P15917 | multiplex microsphere protease cleavage assay, LF | inhibition, % at 10 µM | hit rate 0.12% among 360,000; further: plate controls were buffer without enzyme for full effect and enzyme alone for no effect
# Target sequence (P15917 whole entry, looked up): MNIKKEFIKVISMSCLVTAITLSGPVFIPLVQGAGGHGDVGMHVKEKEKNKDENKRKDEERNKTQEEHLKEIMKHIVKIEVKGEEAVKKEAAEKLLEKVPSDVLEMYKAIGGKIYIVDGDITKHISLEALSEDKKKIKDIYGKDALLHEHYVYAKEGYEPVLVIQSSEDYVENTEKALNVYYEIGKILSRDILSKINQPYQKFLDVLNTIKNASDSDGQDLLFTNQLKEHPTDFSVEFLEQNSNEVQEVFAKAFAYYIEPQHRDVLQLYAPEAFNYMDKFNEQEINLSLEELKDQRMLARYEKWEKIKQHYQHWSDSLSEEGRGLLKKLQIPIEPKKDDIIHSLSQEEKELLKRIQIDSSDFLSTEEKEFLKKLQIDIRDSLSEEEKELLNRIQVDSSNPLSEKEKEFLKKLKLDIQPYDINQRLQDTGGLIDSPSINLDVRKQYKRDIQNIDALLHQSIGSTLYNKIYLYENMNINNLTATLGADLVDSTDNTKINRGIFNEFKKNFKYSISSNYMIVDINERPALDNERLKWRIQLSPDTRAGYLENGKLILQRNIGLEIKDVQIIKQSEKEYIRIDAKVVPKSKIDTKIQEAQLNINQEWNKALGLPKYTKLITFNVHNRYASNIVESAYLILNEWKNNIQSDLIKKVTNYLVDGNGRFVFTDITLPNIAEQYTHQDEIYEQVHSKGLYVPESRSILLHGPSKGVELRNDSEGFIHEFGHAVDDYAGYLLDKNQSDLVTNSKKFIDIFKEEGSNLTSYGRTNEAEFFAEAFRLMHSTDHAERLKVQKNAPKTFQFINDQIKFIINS
# SSB-PriA inh = inhibitors of Klebsiella pneumoniae PriA binding to SSB C-terminal tail | inhibition, % at 33 µM | hit rate 0.6% among 430,000 | AlphaScreen SSBct-PriA binding, biotinylated peptide; in the data active means inhibition mostly above about 37%, no sharp cut-off; inactive means mostly below about 20%;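 further: plate controls were negative control peptide for no effect and reference peptide for full effect; strong numbers were not always called active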
# Vc quorum ag = inducers of Vibrio cholerae quorum light production without autoinducers. V. cholerae BH1578 lux reporter, luminescence, 6 h. activation, % at 18.7 µM. hit rate 0.16% among 350,000. AID 588436; in the data active means activation mostly above about 9.7%, no sharp cut-off; inconclusive means no clear call, values can overlap the other calls; inactive means mostly below about 3.7%; further: not every result past the cut was called active; inactives centre near 0; reference of the scale not given here
# DUSP3 inh = inhibitors of human VHR1 phosphatase (DUSP3); P51452; recombinant VHR phosphatase, pNPP absorbance; inhibition, % at 13.3 µM; hit rate 0.52% among 290,000; AID 1654; in the data active means inhibition above about 50%; further: some compounds called inactive have numbers as strong as hits
# Target sequence (P51452 whole entry, looked up): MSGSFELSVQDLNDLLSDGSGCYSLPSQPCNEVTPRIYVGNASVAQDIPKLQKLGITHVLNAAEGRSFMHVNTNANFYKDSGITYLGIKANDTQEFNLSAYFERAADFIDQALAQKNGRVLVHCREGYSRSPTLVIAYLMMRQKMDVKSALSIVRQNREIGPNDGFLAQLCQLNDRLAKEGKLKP
# Yp Topo-I inh = Y. pestis Topo-I inhibition via cleavage products; activity, % at 10 µM; hit rate 0.064% among 360,000; AID 504884; Y. pestis Topo-I cleavage product accumulation, plate reader; in the data active means activity above about 50%, passing the limit was not always enough; inconclusive means no clear call, values can overlap the other calls; further: inactives centre near 2
# BoNT-A LC inh2 = blocks Botulinum neurotoxin A light chain protease. AID 588499. hit rate 0.17% among 360,000. inhibition, % at 10 µM. multiplex microsphere protease substrate cleavage, flow cytometry; further: plate controls were buffer without enzyme for full effect and enzyme alone for no effect
# CCHF vOTU inh = blocks the CCHF virus ovarian tumor domain protease; AID 651958; CCHFV vOTU protease, Pep-AMC fluorescence; hit rate 0.55% among 370,000; inhibition, % at 11.5 µM; in the data active means inhibition above about 30%; further: 0% = vehicle wells with enzyme and 100% = no enzyme wells
# SARS 3CLpro inh = SARS-CoV 3CLpro protease inhibition; P0C6X7; recombinant SARS-CoV 3CLpro, quenched FRET peptide cleavage; inhibition, % at 6 µM; hit rate 0.14% among 290,000; in the data active means inhibition above about 12%
# TcdB GH inh = blocks C. difficile toxin B glycohydrolase activity; inhibition, % at 9.99 µM; P18177; TcdB glycohydrolase enzymatic assay, plate reader; AID 652162; hit rate 0.24% among 350,000; in the data active means inhibition above about 10%
# PfHsp40 yeast = compounds rescuing yeast from Plasmodium falciparum HSP40 toxicity; S. cerevisiae expressing PfHsp40, growth rescue, ATP luminescence; growth rescue, % at 12.5 µM; hit rate 0.68% among 340,000; in the data active means growth rescue above about 28%, passing the limit was not always enough; inconclusive means no clear call, values can overlap the other calls;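 further: yeast W303a lacking pdr1 and pdr3 grown in galactose medium; growth measured after three days at 30 °C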
# * marks the source's active call; other numbers are inactive results; i = inactive; ? = inconclusive; nt = not tested or not shown. Unless noted, no stated cut-off is given here; in the data, active means inhibition above about 30%; inconclusive means no clear call, values can overlap the other calls; inactive means below that.
SMILES,Anthrax LF prot,SSB-PriA inh,Vc quorum ag,DUSP3 inh,Yp Topo-I inh,BoNT-A LC inh2,CCHF vOTU inh,SARS 3CLpro inh,TcdB GH inh,PfHsp40 yeast
O=C(CCCCn1c(=O)c2ccccc2n(CC(=O)Nc2cccc(F)c2)c1=O)NCc1ccco1,-1,7,-0.4,7,12,-0.2,-1,-1,nt,-1.3
Nc1ccc(C(=O)Nc2ccccc2C(=O)O)cc1,-4,2,-1.7,10,9,0.7,3,4,nt,-0.3
CC(C)CN(CC(C)C)c1nc(N)c(C#N)c(CC#N)c1C#N,-9,-10,1.0,6,-10,0.6,11,-7,nt,-1.2
CCOC(=O)C1=C(COC(=O)CCNS(=O)(=O)c2ccc(NC(C)=O)cc2)NC(=O)NC1C (configuration not stated),?,7,i,nt,-5,1.1,5,nt,2.0,-1.8
O=C(COc1cccc2c1CCN(Cc1ccccc1)C2=O)N1CCCCC1,2,13,i,15,13,0.1,-7,-1,0.9,2.3
COc1ccccc1NC(=O)CCC(=O)OCC(=O)c1ccc(C)c([N+](=O)[O-])c1,4,-3,-0.6,2,-2,0.8,2,0,0.0,-0.5
Cc1ccc(CNC(=O)CN(C(=O)C2(C)CC(=O)N=C3C=CC=CN32)c2cccc(C)c2C)cc1 (configuration not stated),0,3,-0.2,26,5,-0.8,-82,-5,0.2,-1.4
CCCCN1C(=S)NC[C@@H]1Cc1cccc2ccccc12,0,-1,-0.3,7,30,0.4,-1,nt,0.5,1.1
CC(C)c1ccc(CC(=O)N2CCC2(C)C(=O)NS(=O)(=O)c2cccc(OC(F)F)c2)cc1 (configuration not stated),0,nt,i,nt,8,-0.5,6,nt,-1.8,nt
O=C(/C=C/c1ccc(Cl)cc1)Nc1ccc(N2CCCCC2)cc1,-2,2,i,3,1,-1.2,0,4,nt,1.0
COc1ccc(N(CC(=O)NCCSc2ccccn2)S(C)(=O)=O)cc1,-13,-8,i,27,1,-2.3,-3,-3,1.2,-1.1
NC(=O)CN1CCOCCOCCN(CC(N)=O)CCOCC1,1,1,-0.4,19,-1,-0.2,-14,-2,nt,-0.5
COC(=O)CCC(=O)Nc1nc(-c2ccccc2)cs1,-6,-19,-0.2,nt,-5,0.9,-5,-2,1.2,-1.2
CC(=O)c1cccc(S(=O)(=O)NCCC(=O)NC2CCCCCC2)c1,-1,-1,i,nt,-2,-0.4,2,nt,1.1,-0.2
C/C(=N/NS(=O)(=O)c1ccccc1)c1ccc(NC(=O)C(F)(F)F)cc1,0,nt,-0.2,6,6,-0.7,-17,-1,1.7,-0.9
Cc1cc(/C=C2/SC(=O)N(CC(=O)N3CCCC3)C2=O)c(C)n1C,3,2,i,2,-9,-6.0,8,3,0.6,-0.4
COc1cc(Br)c(CNCCc2ccc3c(c2)OCO3)cc1OC,-7,3,-0.8,12,13,-0.2,2,-4,-3.4,0.1
Cc1ccc(S(=O)(=O)N(Cc2cc3cccc(C)c3[nH]c2=O)c2ccccc2)cc1,-1,-7,-0.2,18,6,0.2,-7,-2,nt,0.0
CS(=O)(=O)Nc1ccccc1-c1ccc2nccn2c1,-2,nt,-0.3,nt,2,0.2,6,nt,-6.4,nt
COc1ccc(C(=O)N2CCCCC2c2cc(C(=O)Nc3ccc(OC)cc3C)no2)cc1 (configuration not stated),0,nt,-0.4,nt,16,-0.7,-2,nt,2.7,nt
CC1=C(C(=O)N(C)C)CC(CC(=O)NCc2cccs2)C(=O)N1Cc1ccccc1 (configuration not stated),-4,nt,-0.4,nt,-2,-0.2,3,nt,0.8,nt
COc1ccc(CNC(=O)CCn2cccc2)cc1,-3,5,-1.8,6,-4,-0.5,-8,-5,nt,1.4
O=S(=O)(c1ccc(Br)s1)N1CCN(c2ncccn2)CC1,-4,-5,-0.2,20,-4,1.1,-9,-3,1.7,-1.2
CN(CC(O)CON=C1c2ccccc2-c2ccccc21)S(=O)(=O)c1ccc(Br)cc1 (configuration not stated),0,-20,0.0,16,1,0.0,4,-3,nt,-0.2
CNC(=S)Nc1cccc(C(=O)OC)c1,?,-8,-0.9,-11,-7,0.1,-8,1,0.2,-0.2
CCn1cc(C(=O)O)c(=O)c2cc(F)c(N3CCN(C(=S)NC(=O)c4ccccc4C)CC3)cc21,-3,2,-0.6,8,13,-0.1,6,0,1.1,0.3
CC(=O)Nc1ccccc1NC(=O)C(F)(F)F,-2,-2,i,32,9,-1.2,-2,-2,nt,0.8
Cc1ccc(OCc2ccc(C(=O)NCC3CCCO3)cc2)cc1C (configuration not stated),-2,-23,1.2,nt,31,-2.4,4,nt,-0.8,4.4
NC12CC3CC(C1)CC(O)(C3)C2,-6,-2,i,7,-2,1.4,-12,6,nt,2.6
CCn1cc(C(=O)NCC(OC)OC)c(=O)c2cc(S(=O)(=O)N3CCCC3)ccc21,-1,10,-0.9,6,-9,2.4,-7,-1,0.5,-0.5
COc1ccc(CCNC(=O)CCNC(=O)c2ccc(Br)cc2)cc1OC,0,-2,-0.4,-13,2,-0.3,8,1,nt,0.6
N#CC(=C(O)COC(=O)c1ccc2c(c1)OCCO2)c1nc2ccccc2[nH]1,-11,8,i,nt,-2,1.0,-12,nt,0.3,0.7
COc1ccc(NC(=S)N/N=C/c2cccn2Cc2ccccc2F)cc1,-6,nt,i,6,40,-1.1,-12,3,0.5,-0.4
CCCc1cc(C(=O)NC2CCCN(Cc3ccccc3F)C2)no1 (configuration not stated),-2,-3,-2.1,-22,15,1.7,13,-3,-2.0,0.8
CCCc1nc(SCC(=O)N2CCCC2)c2ccccc2n1,-2,-12,-0.4,25,11,0.0,1,-6,nt,0.2
CN(Cc1cccnc1)C(=O)CC1C(=O)NCCN1Cc1ccc(-c2ccccc2)cc1 (configuration not stated),1,-6,i,29,1,-0.4,3,2,0.7,-0.6
O=C(Nc1ccc2c(c1)oc1ccccc12)C1CC1,1,-7,i,12,2,0.8,11,4,nt,0.8
COc1ccccc1NS(=O)(=O)c1cccc(C(=O)N2CC(C)OC(C)C2)c1 (configuration not stated),-3,1,i,nt,0,1.3,-6,nt,2.5,0.1
COc1ccc(-n2nnnc2SCC(=O)NCc2cccs2)cc1,0,-6,i,9,-2,-0.5,4,-1,1.5,-0.3
COc1ccc(S(=O)(=O)N2CCN(c3ccc(F)cc3)CC2)cc1C(=O)N1CCCC1,-7,-13,-2.3,35,5,-4.8,5,-1,0.3,-1.0

# Profiles, looked up by structure.
# Profile of COc1ccc(CNC(=O)CCn2cccc2)cc1 → Anthrax LF prot = -3; SSB-PriA inh = 5; Vc quorum ag = -1.8; DUSP3 inh = 6; Yp Topo-I inh = -4; BoNT-A LC inh2 = -0.5; CCHF vOTU inh = -8; SARS 3CLpro inh = -5; TcdB GH inh = nt; PfHsp40 yeast = 1.4
# Profile of N#CC(=C(O)COC(=O)c1ccc2c(c1)OCCO2)c1nc2ccccc2[nH]1 → Anthrax LF prot = -11; SSB-PriA inh = 8; Vc quorum ag = i; DUSP3 inh = nt; Yp Topo-I inh = -2; BoNT-A LC inh2 = 1.0; CCHF vOTU inh = -12; SARS 3CLpro inh = nt; TcdB GH inh = 0.3; PfHsp40 yeast = 0.7

# Entries above containing a cyano group (two):
SMILES,Anthrax LF prot,SSB-PriA inh,Vc quorum ag,DUSP3 inh,Yp Topo-I inh,BoNT-A LC inh2,CCHF vOTU inh,SARS 3CLpro inh,TcdB GH inh,PfHsp40 yeast
CC(C)CN(CC(C)C)c1nc(N)c(C#N)c(CC#N)c1C#N,-9,-10,1.0,6,-10,0.6,11,-7,nt,-1.2
N#CC(=C(O)COC(=O)c1ccc2c(c1)OCCO2)c1nc2ccccc2[nH]1,-11,8,i,nt,-2,1.0,-12,nt,0.3,0.7

# (list continues)
SMILES,Anthrax LF prot,SSB-PriA inh,Vc quorum ag,DUSP3 inh,Yp Topo-I inh,BoNT-A LC inh2,CCHF vOTU inh,SARS 3CLpro inh,TcdB GH inh,PfHsp40 yeast
Cc1cccc(Nc2c(O)nc[nH]c2=O)c1,-5,-13,i,nt,1,-0.5,-2,nt,-4.9,0.7
COC(=O)CSc1nccc(-c2ccc(F)cc2)c1C#N,-2,0,-0.3,26,6,0.2,-2,7,5.7,-0.8
COc1ccc(NS(=O)(=O)c2ccc(Cl)c(C(=O)O)c2)cc1S(=O)(=O)N1CCCCC1,-5,-4,-0.3,3,-2,-1.4,8,3,0.6,-1.8
CCOc1ccc(-n2c(C)cc(/C=N/Nc3nc(C)cc(=O)[nH]3)c2C)cc1,-6,nt,-0.6,16,2,-0.6,16,2,1.3,0.1
O=Cc1cnc2ccccc2c1-c1ccccc1,2,5,i,-8,3,1.0,-6,4,-0.5,-1.5
CCn1c(=NC(=O)CSC(C)=O)sc2ccccc21,-2,-16,i,-28,-2,0.1,9,10,nt,1.5
O=C1C(=O)N(Cc2cccc([N+](=O)[O-])c2)c2ccccc21,2,-10,-1.4,10,1,0.8,-3,3,1.0,0.3
COc1ccc(F)cc1-c1cc(C(=O)NC2CCCCC2)[nH]n1,-7,nt,i,nt,-12,-1.3,0,nt,0.1,nt
COc1ccccc1CN(C)C(=O)C1(c2ccc(Cl)cc2)CC1,-2,-13,-0.2,15,18,-0.3,2,-1,nt,-0.5
O=C(CSc1nc(-c2ccccc2Cl)ns1)NCc1ccc2c(c1)OCO2,2,-13,-0.4,-10,16,0.7,-9,4,nt,1.2
Cc1ccc(CNC(=O)/C=C/C(=O)O)cc1,-1,-16,i,-26,1,-0.2,5,0,1.9,7.8
COc1ccc(CNc2nc3ccccc3n2CCN2CCCCC2)c(OC)c1,-5,3,-6.2,7,17,3.5,-2,2,nt,-0.1
COCCNC(=O)c1ccc(-c2cn[nH]c2)c2ccoc12,3,nt,-0.9,nt,-3,0.2,-8,nt,0.5,nt
COc1ccccc1/C=N/NC(=O)CSc1cc(C)nc2ccccc12,-5,nt,i,13,27,0.0,8,-2,7.3,-2.5
O=C(NCc1ccc(-c2nc3ccccc3s2)cc1)c1cc2ccccc2o1,1,5,0.3,30,1,-0.1,3,-4,nt,-1.0
Fc1cc(NC(=S)NCc2ccc(CNC(=S)Nc3ccc(Cl)c(F)c3)cc2)ccc1Cl,-3,-4,0.5,23,36,1.0,10,6,0.8,-0.6
CC(OC(=O)c1ccc(Cl)nc1)C(=O)Nc1ccc2c(c1)OCO2 (configuration not stated),-4,-6,0.4,nt,-5,0.0,1,nt,0.5,-2.2
COc1ccc(CC(=O)Oc2ccc(F)cc2)cc1,10,-8,0.5,27,16,5.0,5,6,0.5,0.3
COc1ccc(CN2C(=O)c3c(c(C)n(C)c3C)C2C(=O)NC2CCC(C)CC2)cc1 (configuration not stated),-6,3,-0.3,8,7,-0.3,-2,2,-1.1,-0.8
Cc1cccc(C)c1NC(=O)NC1CCc2ccccc21 (configuration not stated),2,1,i,16,3,-2.6,12,3,1.1,1.4
Cc1cccc(Nc2nnc(SCC(=O)NC(=O)Nc3ccc4c(c3)OCCO4)s2)c1,0,-2,-0.2,5,4,0.1,-2,1,1.3,-1.1
Cc1cc(C)c(Cn2c(C(=O)O)c(C=O)c3ccccc32)c(C)c1,-6,-5,-0.4,-11,-8,0.6,14,7,0.9,0.2
O=[N+]([O-])c1ccc(OCC(O)CN(C2CCCCC2)C2CCCCC2)cc1 (configuration not stated),-1,-2,-0.3,6,-5,0.4,-1,0,1.0,0.4
C#CCN1C=C(C(=O)OCC)C(C)NS1(=O)=O (configuration not stated),-2,-17,-1.6,nt,3,0.1,3,nt,-6.3,-0.5
COc1ccc(OCCCC(=O)OCC(=O)Nc2nnc(-c3ccccc3)o2)cc1,-10,-1,i,nt,1,-0.3,-1,nt,5.2,0.0
Cc1nc([N+](=O)[O-])cn1CC(=O)Nc1ccc(Cl)cc1,-1,-2,-0.2,9,0,4.1,-8,-1,1.4,0.1
O=C(NCC(c1ccco1)N1CCOCC1)c1ccc(C(F)(F)F)cc1 (configuration not stated),nt,-7,0.1,nt,-7,nt,-9,nt,1.2,-0.8
CC(=O)c1sc(NC(=O)CCS(=O)(=O)c2ccc(F)cc2)nc1C,7,nt,-0.8,nt,-1,0.8,-7,nt,-2.0,nt

# Some of the compounds tested (hit frequency here may not be typical).
